Source: PubChem
TRb-SRC2 inh: disrupts binding of human TR beta to SRC2; TRbeta-SRC2 peptide binding, fluorescence polarization; receptor liganded with 1 µM T3; Potency, µM (series often up to 106 µM), for the others: at the top dose activity change, negative = inhibition, usual class: inhibitors; 280,000 tested, 0.065% active;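 note: potency is the fitted concentration of half-maximal effect; plate controls were bound peptide for no effect and peptide without receptor for full effect; nearly all actives have a fitted effect of over 50% in size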
Target sequence (P10828 whole entry, looked up): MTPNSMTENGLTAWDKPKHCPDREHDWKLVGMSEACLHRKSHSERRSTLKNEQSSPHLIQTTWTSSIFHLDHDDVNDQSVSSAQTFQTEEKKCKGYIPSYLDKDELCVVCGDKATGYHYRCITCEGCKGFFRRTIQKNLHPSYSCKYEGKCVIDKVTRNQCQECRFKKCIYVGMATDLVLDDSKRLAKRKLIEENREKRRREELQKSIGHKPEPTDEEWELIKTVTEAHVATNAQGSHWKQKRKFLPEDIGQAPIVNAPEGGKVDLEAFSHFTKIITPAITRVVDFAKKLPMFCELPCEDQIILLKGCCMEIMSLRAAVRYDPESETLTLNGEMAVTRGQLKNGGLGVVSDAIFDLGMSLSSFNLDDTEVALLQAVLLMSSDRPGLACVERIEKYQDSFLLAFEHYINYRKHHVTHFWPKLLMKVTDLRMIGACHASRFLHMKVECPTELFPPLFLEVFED
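Compounds were added to 0.6 uM TRb ligand-binding domain and 20 nM Texas Red-labeled SRC2 peptide in Tris buffer containing 1 uM T3, incubated 5 hr at ambient temperature, then read by fluorescence polarization.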
Epigenetic derep: epigenetic control regulation, reporter derepression; murine LDR cells, GFP reporter derepression, 30 h; Potency, µM (series often up to 53.9 µM), inactives show at the highest dose GFP activation, most hits filed as activators; 280,000 tested, 0.2% active; AID 1865; note: potency is the fitted concentration of half-maximal effect; % of control where 0% means no effect; nearly all actives have a fitted effect of over 60% in size
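Reporter derepression read as number of fluorescent GFP-positive objects, 20-120 um in size, counted by laser-scanning cytometer. Mouse LDR line with an epigenetically silenced CMV-GFP locus; compound incubation 30 h, 37 C.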
GLA spleen mod: alpha-galactosidase A (human) modulation. 240,000 tested, 0.008% active. human spleen homogenate, 4MU-alpha-Gal fluorescence, 40 min. AID 2107. P06280. Potency, µM (doses to about 80 µM), inactives show top-dose activity change, negative = inhibition, most hits filed as inhibitors;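 note: potency is the fitted concentration of half-maximal effect; 0% = enzyme with vehicle and -100% = no enzyme basal signal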
Target sequence (P06280 32-429 limits assumed): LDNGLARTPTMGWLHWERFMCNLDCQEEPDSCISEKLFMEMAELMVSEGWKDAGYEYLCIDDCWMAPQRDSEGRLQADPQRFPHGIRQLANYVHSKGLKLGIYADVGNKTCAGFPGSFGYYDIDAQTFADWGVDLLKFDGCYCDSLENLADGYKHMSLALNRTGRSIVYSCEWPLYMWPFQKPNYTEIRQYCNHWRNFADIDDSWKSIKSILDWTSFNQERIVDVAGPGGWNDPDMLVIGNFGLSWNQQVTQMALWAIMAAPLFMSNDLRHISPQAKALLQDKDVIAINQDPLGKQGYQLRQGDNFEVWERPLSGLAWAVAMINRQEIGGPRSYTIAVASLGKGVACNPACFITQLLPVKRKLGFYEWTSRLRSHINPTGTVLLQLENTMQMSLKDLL
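Fluorogenic readout (Ex 365/Em 440 nm) of 4-methylumbelliferone released from 1 mM 4-MU-alpha-galactoside by spleen homogenate, 40 min at 37C, pH 5.0. Data normalized to no-enzyme and enzyme controls; Hill-equation AC50 from compound titrations.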
Tau FP inhib: tau fibrillization inhibition (FP); Potency, µM (top dose mostly 57.7 µM), for inactives: at the top dose activity, negative = inhibition, usual class: inhibitors; P10636; K18 P301L tau heparin fibrillization, Alexa594 FP, 6 h; 280,000 tested, 0.39% active; note: potency is the fitted concentration of half-maximal effect; % is set by controls: 0 for no effect and ±100 for the full control effect; nearly all actives have a fitted effect of over 55% in size
Target sequence (P10636 561-689 P618L limits assumed): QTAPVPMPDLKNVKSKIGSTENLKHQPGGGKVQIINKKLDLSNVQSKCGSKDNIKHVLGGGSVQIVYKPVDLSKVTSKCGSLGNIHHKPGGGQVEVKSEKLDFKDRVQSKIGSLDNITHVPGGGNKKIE
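Recombinant K18 P301L […], labeled with Alexa 594 at 0.24 uM over 15 uM unlabeled; heparin inducer 20 uM final; 37 C, 6 hr; FP endpoint.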
TR SRC2 fluor cs: counter-screen for TRb-SRC2 inhibitors: fluorescence interference; Potency, µM (titrated, usually from 106 µM), inactives show at the top dose fluorescence change, negative = quenching; TRb/SRC2 Texas Red total fluorescence interference; 280,000 tested, 0.29% active; active = well fitted curve in either direction with a large enough effect; inconclusive = small, poorly fitted or top-dose-only effect; note: potency is the fitted concentration of half-maximal effect; % is set by controls: 0 for no effect and ±100 for the full control effect
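Flags fluorescent or light-absorbing compounds by total fluorescence, S + 2P, at 555 nm excitation and 632 nm emission. Mixture: 20 nM Texas Red SRC2 peptide, 0.6 uM human TRb LBD, 1 uM T3, 5% DMSO; compound exposure 5 h at ambient temperature.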
CBFb RUNX1 block: inhibitors of human CBF-beta and RUNX1 interaction | Q01196+Q13951 | AlphaScreen CBFb-His/RUNX1-biotin binding, biochemical | Potency, µM (series often up to 59.8 µM), without a hit: at the highest dose activity, negative = inhibition, hits mostly inhibitors | 230,000 tested, under 10 active | AID 1477; note: % of control where 0% means no effect
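Read-out: AlphaScreen. Format: His-CBF-beta with biotinylated RUNX1 (30 nM each) preincubated 20 min, compound 15 min, Ni-chelate plus streptavidin beads 90 min; room temperature throughout.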
Tau fluor cs: counter-screen for tau fibril formation inhibitors. tau K18 P301L (four-repeat tau fragment) Alexa594 fluorescence, heparin fibrillization. Potency, µM (series often up to 57.7 µM), inactives show top-dose activity change, negative = decrease. 280,000 tested, 0.93% active; note: potency is the fitted concentration of half-maximal effect; % is set by controls: 0 for no effect and ±100 for the full control effect; nearly all actives have a fitted effect of over 55% in size
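Human K18 P301L tau (15 uM unlabeled plus 0.24 uM Alexa 594-labeled, final) in 100 mM sodium acetate pH 7 was mixed with compound and 20 uM heparin and incubated 6 hr at 37 C.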
NPSR antag: blocks cAMP signaling of the human neuropeptide S receptor. Q6W5P4. CHO-NPSR cells, cAMP TR-FRET, antagonist mode. Potency, µM (series often up to 38.3 µM), inactives show top-dose activity change, negative = inhibition, actives largely listed as inhibitors. 220,000 tested, 1% active. AID 1461; note: potency is the fitted concentration of half-maximal effect; % is set by controls: 0 for no effect and ±100 for the full control effect; nearly all actives have a fitted effect of over 50% in size; many of its hits are not listed in these tables
* hit, by the source's call; ? = inconclusive; . = not tested or not shown; & = joins results of further samples; [ ] = another dose, or the depositor's remark. Unless noted, calls come from the whole dose curve; as a rule, active = well fitted curve in the direction sought with a large enough effect; inconclusive = small, poorly fitted or top-dose-only effect, or another doubt; inactive = no such curve, though single readings can be large; an effect the other way counts as inactive or inconclusive. Only part of the results is shown; rates above refer to the full screens.

1) C=CCn1c(SC2CCOC2=O)nc2sc(CC)cc2c1=O (stereo unspecified)
2) CCCN(CCC)C(=O)Cn1c(=O)n(-c2cccc(OC)c2)c(=O)c2c(C)c(C(=O)N(C)C)sc21
3) O=C(c1ccccc1F)N1CCC(c2nc3c(nnn3Cc3cccc(F)c3)c(=O)[nH]2)CC1
4) Cc1nn(CCS(=O)(=O)c2ccc(Cl)cc2)c(C)c1Br
5) CCOC(=O)c1cc(-c2ccc(C)cc2)n(CCC(=O)NC(C)CC)c1C (stereo unspecified)
6) COc1cc(OC)c(N(C)S(=O)(=O)c2cccc(C(=O)NC3=NCCS3)c2)cc1Cl
Compound	1	2	3	4	5	6
Epigenetic derep	-0.9%	-1.3%	-1.9%	-5.8%	-1.0%	0.1%
NPSR antag	-9%[46.1 µM]	.	.	-1%	-24%[46.1 µM]	-45%
GLA spleen mod	3%	.	.	4%	-1%	2%
TR SRC2 fluor cs	-3%	-1%	-6%	-1%	-5%	0%
Tau fluor cs	-5%	2%	-6%	-2%	-15%	-29%
Tau FP inhib	0%	-4%	9%	-4%	7%	-4%
CBFb RUNX1 block	3%	.	.	13%	-3%	1%
TRb-SRC2 inh	-3%	-5%	2%	0%	1%	5%

7) Cc1cnnn1-c1ccc(C(=O)CCl)cc1
8) CCCC(C)NC(=O)CSCc1ccc(OC)cc1 (stereo unspecified)
9) Cc1cccc(OCCSc2ncnc3nc[nH]c23)c1
10) CC(C)(C)NS(=O)(=O)c1ccc(-c2csnn2)s1
11) COc1ccc(N2C(=O)C3C4C=CC(C4)C3C2=O)c(OC)c1 (stereo unspecified)
12) CCc1cc2c(=O)c(-c3nc4ccccc4n3C)c(C)oc2c(CN2CCN(CCO)CC2)c1O
Compound	7	8	9	10	11	12
Epigenetic derep	2.8%	-0.3%	0.0%	-3.7%	1.2%	-0.9%
NPSR antag	2%[46.1 µM]	-1%	?	-15%[46.1 µM]	-2%[46.1 µM]	-18%[46.1 µM]
GLA spleen mod	8%	-5%	-12%	5%	-5%	5%
TR SRC2 fluor cs	-3%	-2%	-2%	-2%	-4%	-3%
Tau fluor cs	-5%	-6%	-18%	-10%	4%	-1%
Tau FP inhib	-7%	-6%	1%	-3%	5%	3%
CBFb RUNX1 block	-2%	14%	-1%	8%	0%	2%
TRb-SRC2 inh	0%	0%	-22%	-10%	1%	1%

13) O=C(NC(=S)N1CCc2ccccc21)C1CCC1
14) CCCNC(=O)c1c(C)nn(-c2cccc(C)c2)c1-n1cccc1
15) COc1ccc(NC(=O)C2CCN(C(=O)c3ccccc3)CC2)cc1OC
16) Cc1ccc(-c2nc(CS(=O)CC(=O)NCc3ccccc3Cl)c(C)o2)cc1 (stereo unspecified)
17) CC(=O)N1CN(C2CCS(=O)(=O)C2)Cc2c1sc1c2CCCC1 (stereo unspecified)
18) CCCn1cnc2c(c1=O)c1nc3ccccc3nc1n2CCC1=CCCCC1
Compound	13	14	15	16	17	18
Epigenetic derep	-3.6%	-1.5%	0.0%	-1.1%	-0.2%	-0.9%
NPSR antag	-6%	.	-7%[46.1 µM]	.	0%[46.1 µM]	-11%[46.1 µM]
GLA spleen mod	-1%	.	10%	.	5%	5%
TR SRC2 fluor cs	-2%	-2%	-2%	-8%	1%	-2%
Tau fluor cs	-4%	-4%	-4%	-10%	-6%	-6%
Tau FP inhib	6%	0%	1%	3%	3%	2%
CBFb RUNX1 block	-10%	.	-1%	.	3%	-3%
TRb-SRC2 inh	2%	5%	4%	-2%	-20%	-10%

19) COc1cccc(CC2(CO)CCN(C(=O)NC3CCCCC3)CC2)c1
20) CN(C)CCCC1(O)c2ccccc2C=Cc2ccccc21
21) CCc1ccccc1N(C)C(=O)C1CCCN(c2ncnc3onc(-c4ccc(F)cc4)c23)C1 (stereo unspecified)
22) CCc1ccc(NC(=O)CCc2c(C)nn(-c3ccc(N4CCCC4)nn3)c2C)cc1
23) N#C/C(=C/c1ccc(F)cc1)S(=O)(=O)c1ccccc1
24) Cc1n[nH]c(=O)c2ccccc12
Compound	19	20	21	22	23	24
Epigenetic derep	4.8%	0.0%	0.0%	0.8%	1.3%	0.1%
NPSR antag	13%	1%[46.1 µM]	.	.	40%	24%
GLA spleen mod	3%	-2%	.	.	16%	0%
TR SRC2 fluor cs	1%	0%	-2%	3%	-2%	-2%
Tau fluor cs	-13%	-1%	-6%	-13%	-16%	-4%
Tau FP inhib	-8%	-4%	3%	9%	2%	0%
CBFb RUNX1 block	0%	17%	.	.	?	5%
TRb-SRC2 inh	-5%	-7%	2%	8%	6%	-4%

25) Cc1ccccc1-n1c(=O)c2ccccc2n(CC(=O)NCc2ccco2)c1=O
26) CCc1c(C)nc2ncnn2c1N1CCC(C(=O)Nc2ccccc2)CC1
27) COc1cc([N+](=O)[O-])cc(/C=N/NC(=O)C(C)Nc2ccccc2C)c1O (stereo unspecified)
28) COc1ccc(-n2c(C)cc(C(=O)CCl)c2C)cc1
29) CC(=O)c1cccc(NC(=O)c2c(C)nn(-c3ccccc3)c2Cl)c1
30) Cc1ccc(O)c(NC(=O)C2CC(c3ccc(F)cc3)=NO2)c1 (stereo unspecified)
Compound	25	26	27	28	29	30
Epigenetic derep	-2.7%	0.0%	-1.6%	1.4%	2.2%	6.8%
NPSR antag	4%	-5%[46.1 µM]	-2%	30%	-13%	-4%
GLA spleen mod	2%	-10%	7%	3%	10%	6%
TR SRC2 fluor cs	-1%	-1%	-4%	0%	3%	-6%
Tau fluor cs	-9%	0%	-17%	2%	-6%	?
Tau FP inhib	0%	2%	2%	17%	-1%	8%
CBFb RUNX1 block	1%	1%	.	-12%	4%	4%
TRb-SRC2 inh	4%	-18%	4%	1%	7%	4%

31) CCn1ccnc1[C@@H]1C[C@H]2CN(Cc3ccccc3OC)C(=O)[C@]23CCCN13
32) COc1ccc(NC(=O)Cn2c(=O)oc3ccccc32)cc1
33) NS(=O)(=O)c1cccc(NS(=O)(=O)c2ccc(/C=C/C(=O)O)cc2)c1
34) O=C(CCNS(=O)(=O)c1ccccc1F)NCc1ccc2c(c1)OCO2
35) O=C(NCc1ccccn1)c1cc2ccccn2n1
36) O=C1CC(N2CCN(Cc3ccc4c(c3)OCO4)CC2)C(=O)N1CCc1ccccc1 (stereo unspecified)
Compound	31	32	33	34	35	36
Epigenetic derep	5.6%	0.0%&-1.1%	-0.3%	0.0%	-1.6%	0.0%
NPSR antag	-16%	4%	10%	1%[46.1 µM]	1%[46.1 µM]	9%[46.1 µM]
GLA spleen mod	3%	-6%	-3%	-12%	4%	2%
TR SRC2 fluor cs	0%	-5%&0%	-3%	-3%	1%	-3%
Tau fluor cs	2%	-16%&-1%	4%	-13%	-4%	6%
Tau FP inhib	-6%	-1%&-5%	-7%	-9%	-6%	-4%
CBFb RUNX1 block	-3%	7%	7%	9%	-9%	?
TRb-SRC2 inh	-3%	-2%&-2%	1%	0%	6%	5%

Quoted at random: 3 entries already listed
36) O=C1CC(N2CCN(Cc3ccc4c(c3)OCO4)CC2)C(=O)N1CCc1ccccc1 (stereo unspecified)
19) COc1cccc(CC2(CO)CCN(C(=O)NC3CCCCC3)CC2)c1
6) COc1cc(OC)c(N(C)S(=O)(=O)c2cccc(C(=O)NC3=NCCS3)c2)cc1Cl
Compound	36	19	6
Epigenetic derep	0.0%	4.8%	0.1%
NPSR antag	9%[46.1 µM]	13%	-45%
GLA spleen mod	2%	3%	2%
TR SRC2 fluor cs	-3%	1%	0%
Tau fluor cs	6%	-13%	-29%
Tau FP inhib	-4%	-8%	-4%
CBFb RUNX1 block	?	0%	1%
TRb-SRC2 inh	5%	-5%	5%

New compounds follow:
37) COCCCNC(=O)COc1ccc(-c2nccc(-c3ccccn3)n2)cc1
38) Cc1cc(C)c(NC(=O)Cn2c(=O)nc(-c3ccccc3)c3cc(Cl)ccc32)c(C)c1
39) O=C(Cc1ccccc1)Nn1c(O)c(/C=C2\C=Nc3ccccc32)sc1=S
40) CC(C)n1cnnc1SCC(=O)Nc1ccc(Br)cc1F
41) CCOc1ccc(N2C(=O)c3cccnc3C2Nc2ccc(C)c(C)c2)cc1 (stereo unspecified)
42) COc1ccc(CCNC(=O)c2c(C)nn(-c3ccc(F)cc3)c2-n2cccc2)cc1OC
Compound	37	38	39	40	41	42
Epigenetic derep	-0.9%	-2.2%	15%	1.0%	-1.0%	3.6%
NPSR antag	-7%[46.1 µM]	.	-11%	-3%	-10%[46.1 µM]	.
GLA spleen mod	5%	.	2%	-9%	-1%	.
TR SRC2 fluor cs	-2%	-1%	-4%	-1%	3%	-2%
Tau fluor cs	-12%	-4%	7.9µM*[quencher]	4%	-25%	-10%
Tau FP inhib	-11%	1%	?	-6%	-9%	3%
CBFb RUNX1 block	4%	.	-1%	1%	-6%	.
TRb-SRC2 inh	-8%	-2%	4%	-1%	-1%	9%

43) CN(c1ccccc1)S(=O)(=O)c1ccc(Cl)c(C(=O)OCC(=O)N2CCOCC2)c1
44) Cc1ccc(C)c(SCC(=O)OCC(=O)N2CC(C)OC(C)C2)c1 (stereo unspecified)
45) CCOc1ccc(S(=O)(=O)N(CC)CC)cc1N
46) COc1ccc(NC(=O)c2cccc(C(=O)Nc3ccc(OC)cc3)n2)cc1
47) COC(=O)c1nn(-c2ccc(OC)cc2)c(=O)cc1NN
48) Cc1cc(COc2ccccc2O)on1
49) O=C(c1ccc(N2CCN(C3CC(=O)N(c4ccc(F)cc4)C3=O)CC2)cc1)c1cccnc1 (stereo unspecified)
Compound	43	44	45	46	47	48	49
Epigenetic derep	-2.2%	-2.2%	-0.2%	1.3%	2.2%	0.8%	1.6%
NPSR antag	1%	4%	7%	11%	10%	-6%[46.1 µM]	-28%[46.1 µM]
GLA spleen mod	8%	6%	5%	4%	-4%	-1%	-6%
TR SRC2 fluor cs	0%	-3%	3%	0%	-3%	1%	-5%
Tau fluor cs	2%	-3%	4%	-5%	-14%	-6%	-17%
Tau FP inhib	-4%	-3%	-3%	-14%	?	5%	-10%
CBFb RUNX1 block	1%	8%	-2%	-3%	-19%	-11%	1%
TRb-SRC2 inh	-4%	-4%	-7%	-3%	?	0%	-1%
